Cav32 inh = human Cav3.2 channel inhibition, primary screen; O95180; Cav3.2-expressing cells, Fluo-4 calcium fluorescence FDSS; active compounds read low; B-score at 10 µM; 4% of 100,000 active;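 active = single-dose well whose peak fluorescence ratio is a statistical outlier from its plate by either plate-standardised score or position-corrected B-score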
Target sequence (O95180 whole entry, looked up): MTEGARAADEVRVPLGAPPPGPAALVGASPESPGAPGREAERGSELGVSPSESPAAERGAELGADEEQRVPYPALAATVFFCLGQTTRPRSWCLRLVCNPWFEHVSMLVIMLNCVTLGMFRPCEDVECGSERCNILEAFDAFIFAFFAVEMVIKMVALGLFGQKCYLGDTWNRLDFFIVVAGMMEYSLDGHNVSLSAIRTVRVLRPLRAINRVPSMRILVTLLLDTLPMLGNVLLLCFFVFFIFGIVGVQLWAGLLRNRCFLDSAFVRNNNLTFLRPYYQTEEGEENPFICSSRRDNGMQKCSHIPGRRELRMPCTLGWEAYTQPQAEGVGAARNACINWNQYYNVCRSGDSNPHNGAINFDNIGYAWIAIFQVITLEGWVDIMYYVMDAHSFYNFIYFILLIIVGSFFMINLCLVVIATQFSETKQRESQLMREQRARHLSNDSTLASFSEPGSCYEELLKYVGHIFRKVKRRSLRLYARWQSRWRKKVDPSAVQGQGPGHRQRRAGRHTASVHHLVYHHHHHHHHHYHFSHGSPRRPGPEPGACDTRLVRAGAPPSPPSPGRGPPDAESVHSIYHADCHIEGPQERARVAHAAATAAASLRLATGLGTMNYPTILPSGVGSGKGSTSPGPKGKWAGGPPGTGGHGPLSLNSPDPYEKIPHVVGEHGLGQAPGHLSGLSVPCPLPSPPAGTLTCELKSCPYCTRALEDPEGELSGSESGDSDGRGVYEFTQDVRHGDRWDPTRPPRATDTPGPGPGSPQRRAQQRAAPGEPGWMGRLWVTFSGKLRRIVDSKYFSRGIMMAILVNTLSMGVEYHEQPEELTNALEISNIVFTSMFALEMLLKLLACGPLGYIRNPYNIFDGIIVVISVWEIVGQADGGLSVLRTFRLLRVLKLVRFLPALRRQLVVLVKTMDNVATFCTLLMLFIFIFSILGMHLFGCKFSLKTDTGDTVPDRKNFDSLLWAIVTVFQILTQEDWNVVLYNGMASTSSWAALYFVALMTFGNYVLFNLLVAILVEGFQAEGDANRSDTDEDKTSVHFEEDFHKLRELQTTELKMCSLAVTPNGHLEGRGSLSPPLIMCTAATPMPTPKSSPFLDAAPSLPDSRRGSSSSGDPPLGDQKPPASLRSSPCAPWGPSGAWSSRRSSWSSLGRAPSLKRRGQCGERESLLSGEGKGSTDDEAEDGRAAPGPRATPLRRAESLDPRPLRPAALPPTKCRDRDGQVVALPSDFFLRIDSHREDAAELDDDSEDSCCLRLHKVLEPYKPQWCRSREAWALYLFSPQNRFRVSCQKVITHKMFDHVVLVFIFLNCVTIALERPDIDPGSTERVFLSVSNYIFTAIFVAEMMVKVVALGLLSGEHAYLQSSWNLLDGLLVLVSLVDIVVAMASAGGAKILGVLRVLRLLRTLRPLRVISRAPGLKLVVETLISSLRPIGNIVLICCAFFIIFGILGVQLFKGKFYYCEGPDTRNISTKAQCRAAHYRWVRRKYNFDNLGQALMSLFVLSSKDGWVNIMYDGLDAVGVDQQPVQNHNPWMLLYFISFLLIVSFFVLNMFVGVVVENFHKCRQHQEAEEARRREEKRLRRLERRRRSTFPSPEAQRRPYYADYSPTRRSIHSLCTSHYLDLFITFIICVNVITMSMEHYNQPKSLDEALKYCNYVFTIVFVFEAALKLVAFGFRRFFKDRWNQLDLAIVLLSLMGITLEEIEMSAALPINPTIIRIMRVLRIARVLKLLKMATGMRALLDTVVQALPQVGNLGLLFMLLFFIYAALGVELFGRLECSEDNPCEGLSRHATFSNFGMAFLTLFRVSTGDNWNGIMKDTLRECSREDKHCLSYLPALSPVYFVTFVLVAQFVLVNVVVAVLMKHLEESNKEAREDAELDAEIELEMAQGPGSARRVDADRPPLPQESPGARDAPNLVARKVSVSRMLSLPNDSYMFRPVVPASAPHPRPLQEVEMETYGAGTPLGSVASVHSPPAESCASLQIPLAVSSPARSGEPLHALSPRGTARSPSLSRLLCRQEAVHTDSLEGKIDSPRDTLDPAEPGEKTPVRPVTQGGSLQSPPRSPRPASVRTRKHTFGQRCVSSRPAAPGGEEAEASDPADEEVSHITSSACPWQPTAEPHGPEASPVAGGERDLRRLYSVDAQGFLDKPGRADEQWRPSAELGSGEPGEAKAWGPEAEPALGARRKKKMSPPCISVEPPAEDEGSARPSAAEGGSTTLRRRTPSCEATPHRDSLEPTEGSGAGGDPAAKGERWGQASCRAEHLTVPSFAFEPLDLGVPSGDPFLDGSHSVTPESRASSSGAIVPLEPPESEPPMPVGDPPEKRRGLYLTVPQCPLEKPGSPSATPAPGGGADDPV
An asterisk follows results filed as active.

item | SMILES | Cav32 inh
1 | O=C(NCCc1ccccc1)N1c2ccccc2Sc2ccccc21 | -1.89
2 | COC(/C=C/Nc1ccc(C)c(C)c1)=C(C#N)C#N | 0.114
3 | Cc1cc2nc(SCC(=O)Nc3nonc3C)c3c(c2cc1C)CCCC3 | 1.32
4 | CCOC(=O)/C(C#N)=C(/C)c1ccc(OC)cc1 | -0.00988
5 | OCCNc1nc2ccccc2n1CCN1CCCCC1 | -0.206
6 | Cc1noc(C)c1S(=O)(=O)NC1CCCc2ccccc21 (stereo not given) | -0.0426
7 | Cc1ccc(NC(=O)CC(O)(C(F)(F)F)C(F)(F)F)cc1 | -0.207
8 | COc1ccc(NC(=O)CN2CCN(CC(=O)Nc3ccccc3Cl)CC2)cc1Cl | -1.75
9 | c1ccc(-c2cnc(CSc3ncnc4sccc34)o2)cc1 | -3.02
10 | CSc1ccccc1N=Cc1nc(-c2ccccc2)oc1O | -1.2
11 | COc1cc(-c2cc(=O)c3c(O)cc(O)cc3o2)ccc1O | 1.13
12 | O=C(COc1ccccc1)N1CCN(C(=O)c2ccco2)CC1 | 1.5

The closing two entries of the part above open the next one:
item | SMILES | Cav32 inh
11 | COc1cc(-c2cc(=O)c3c(O)cc(O)cc3o2)ccc1O | 1.13
12 | O=C(COc1ccccc1)N1CCN(C(=O)c2ccco2)CC1 | 1.5
13 | Cc1cc(S(=O)(=O)NCC(C)C)ccc1OCC(=O)NCc1ccccn1 | 0.563
14 | Cc1ccc(-c2cc(C(F)(F)F)nc(SCC(=O)c3cccc([N+](=O)[O-])c3)n2)cc1 | -0.272
15 | CN(C)c1ccc(NC(=O)Oc2ccccc2)cc1 | -1.24
16 | O=C(NCCC1=CCCCC1)C1CCN(S(=O)(=O)c2cccc3nsnc23)CC1 | -0.802
17 | O=C(c1cc2n(n1)C(C(F)(F)F)CC(c1ccc(Cl)cc1)N2)N1CCCC1 (stereo not given) | 0.275
18 | COc1ccc(Nc2ncc(C(=O)N3CCN(c4ccc(F)cc4)CC3)c3ccccc23)cc1 | -5.9*
19 | CCCOP(=O)(OCCC)c1c([N+](=O)[O-])cc(C(F)(F)F)cc1[N+](=O)[O-] | 0.734
20 | COc1ccc2c(c1)-c1nc(NC(=O)c3cccs3)sc1CC2 | -1.66
21 | Cc1ccc2c(c1)N(CC(=O)Nc1ccc3c(c1)OCCO3)C(=O)CO2 | -0.703
22 | COc1ccc(C(CNC(=O)CN2C(=O)NC3(CC(C)CC(C)(C)C3)C2=O)N2CCOCC2)cc1 (stereo not given) | 0.654
23 | COc1cc(/C=C2/C(=N)N3C=CSC3=NC2=O)ccc1OCCCOc1cc(C)ccc1C | 0.236
24 | O=C(CSC1=NCCS1)NCc1ccco1 | -0.189

Additional compounds:
item | SMILES | Cav32 inh
25 | Oc1ccc2ccccc2c1C=NC12CN3CCN(CN(C3)C1)C2 | 0.2
26 | CCOC(=O)C1=C(C)N(C2CCCCC2)C(=O)C1 | 2.17
27 | O=C(Nc1ccc(-c2nc3ccccc3o2)cc1)c1ccc2c(c1)OCO2 | -4.37
28 | CCC(=O)Nc1ccc(-c2nnc(SCc3ccc(C(=O)Nc4nccs4)cc3)n2CC)cc1 | 0.313
29 | O=CN1CC(=O)N(c2ccccc2)c2c([nH]c3ccccc23)C1 | -0.836
30 | CN(C)CCNCc1ccc(OC2CCCC2)cc1 | 0.192
31 | COc1ccc(-c2nc3ccccc3s2)cc1O | 0.124
32 | Cc1cc(C)nc(SCc2nnc(SCc3ccccc3Cl)o2)n1 | -6.17*
33 | CCCCOP(=O)(c1ccc(N(C)C)cc1)C(O)c1ccccc1F (stereo not given) | -1.22
34 | O=C(CSc1nc2ccccc2[nH]1)Nc1cc(C(F)(F)F)ccc1N1CCOCC1 | -6.85*
35 | CNC(=O)CN(C1CCCCC1)S(=O)(=O)c1ccc(F)cc1 | -0.18
36 | CCOc1cc(CNn2nnnc2N)ccc1OCC(=O)NC(C)(C)C | 0.00413

Carrying on.
item | SMILES | Cav32 inh
37 | COc1c(Cl)cc(Cl)cc1C(=O)n1nc(C)cc1C | 0.00348
38 | CCc1nnc(NC(=O)CSc2nccn2-c2cccc(C)c2)s1 | -0.0393
39 | CC1=NN(C(N)=S)C(=O)C1N=Nc1c(C)cc(C)cc1C (stereo not given) | -0.0559
40 | O=C(OC(C(=O)O)C(OC(=O)c1ccccc1)C(=O)NCc1ccccc1)c1ccccc1 (stereo not given) | 0.686
41 | O=C(OCC(=O)N1CCOCC1)c1ccc(Cl)nc1 | -0.345
42 | Cc1cc(NC(=O)CSc2nnnn2C)n(-c2ccccc2)n1 | 0.528
43 | CC(=O)N1CCN(c2ccc(NC(=O)c3ccc4c(c3)OCO4)cc2)CC1 | 0.234
44 | CCOC(=O)C1=C(C)N(C)C(=O)NC1c1cc2c(cc1Br)OCO2 (stereo not given) | -0.364
45 | COc1cc(C2C(C#N)=C(N)Oc3cc(O)ccc32)cc(OC)c1OC (stereo not given) | -1.41
46 | CC1(C)CCCN(C(=O)N2c3ccccc3Sc3ccccc32)C1 | -1.31
47 | CC1=C(C(N)=O)C(c2sccc2C)n2nnnc2N1 (stereo not given) | -0.606
48 | CC(C)CNC(=O)C1CCN(c2ccc(S(=O)(=O)N3CCOCC3)cc2)CC1 | 0.579

Other results.
item | SMILES | Cav32 inh
49 | CCCCCCCC(=O)NNC(=O)c1ccc(F)cc1 | 1.15
50 | CCOC(=O)c1ccc(NC(=O)c2cc3ccccc3o2)cc1 | 0.061
51 | CCOC(=O)C1=C(C)N(CCCC(=O)O)C(=O)NC1C(CC)CC (stereo not given) | 0.325
52 | Cc1cc(C)nc(SCc2nnc(SCC(=O)Nc3nc(-c4ccccc4)cs3)n2C)n1 | -2.25
53 | CC(=O)NC1CCCN(O)C(=O)/C=C(\C)CCOC(=O)C(NC(C)=O)CCCN(O)C(=O)/C=C(\C)CCOC(=O)C(NC(C)=O)CCCN(O)C(=O)/C=C(\C)CCOC1=O (stereo not given) | -0.292
54 | CCN(C(=O)Cn1c(=O)n(Cc2ccccc2)c(=O)c2ccccc21)c1cccc(C)c1 | -6.38*
55 | N#C/C(=N\Nc1ccccc1)C(=N)N1CCCCC1 | -0.0505
56 | COc1ccc(-c2noc(C3CCCN(S(=O)(=O)c4cccc(Cl)c4C)C3)n2)cc1OC (stereo not given) | -0.701
57 | Cc1nc(NC(=O)c2ccccc2)sc1-c1csc(Nc2cccc(Cl)c2)n1 | 0.208
58 | CCOc1cc(C)nc(Oc2ccc(=O)[nH]n2)n1 | -0.0207
59 | O=C(c1ccc2c(c1)OCCO2)N(c1ccccn1)C1CCCCC1 | 1.32
60 | CCn1c(Cc2ccccc2)nnc1SCC(=O)Nc1nc(C)cs1 | 0.0713

The final 3 compounds of the part above lead into the next:
item | SMILES | Cav32 inh
58 | CCOc1cc(C)nc(Oc2ccc(=O)[nH]n2)n1 | -0.0207
59 | O=C(c1ccc2c(c1)OCCO2)N(c1ccccn1)C1CCCCC1 | 1.32
60 | CCn1c(Cc2ccccc2)nnc1SCC(=O)Nc1nc(C)cs1 | 0.0713
61 | O=C(CN1CCCN(S(=O)(=O)c2ccc(F)cc2)CC1)Nc1ccccc1Br | -3.17
62 | CCN(CC)CCn1cnc2c([nH]c3cccc(OC)c32)c1=O | 0.101
63 | Cc1ccc(NS(=O)(=O)c2ccc(CCC(=O)N3CCOCC3)cc2)cc1 | 0.0436
64 | O=c1cc(N2CCCCC2)nc2n1CCCS2 | 0.567
65 | Cc1cc(C)n(-c2nncc(-c3ccccc3)n2)n1 | 1.3
66 | CCOc1ccc(NC(=S)Nc2ccc(C)c([N+](=O)[O-])c2)cc1 | -0.374
67 | O=S(=O)(c1cccc2cccnc12)n1cnc2ccccc21 | -0.0263
68 | Cc1ccc(-c2cnc(NC(=O)CCC(=O)N(C)Cc3ccccc3)n2C)cc1 | -2.89
69 | COC(=O)COc1cccc(NC(=O)c2ccc(C)cc2)c1 | 1.54
70 | O=C(CSc1nnc(-c2ccccc2Br)o1)Nc1cccc2ccccc12 | -0.106
71 | CCOc1cc(CNc2ccc3c(c2)OCCO3)cc(Br)c1OC | -3.71
72 | CC(=O)NNC(=O)N1Cc2ccccc2Oc2ccc(Cl)cc21 | 0.724

Remaining list, next part
item | SMILES | Cav32 inh
73 | CC(=O)Nc1nn(C)c2nc3cc(C)ccc3cc12 | 0.0365
74 | CCc1c(C)c2ccc(OCC(=O)OC)cc2oc1=O | 0.376
75 | CCCC/C(C)=N/NC(=O)C(=O)NCCc1ccccc1 | -1.04
76 | CN1CCc2c(sc3nc(SCC(=O)N4CCOCC4)nc(N)c23)C1 | 0.729
77 | O=C1C(Cc2ccccc2)NC(=S)N1c1ccccc1 (stereo not given) | 0.223
78 | O=C(Nc1cccnc1)c1cnn2cccnc12 | -0.0347
79 | CC(CCc1ccco1)NC(=O)Cn1ncc2c(=O)oc3ccccc3c21 (stereo not given) | 0.693
80 | CC(C)=C1C2CC2C2C(C(=O)O)C12 (stereo not given) | -0.852
81 | CCCN1C(=O)c2cc(C(=O)NCc3cccs3)ccc2C1O (stereo not given) | 0.051
82 | O=c1[nH]nc(Cc2ccc(Cl)cc2Cl)c2ccccc12 | -0.125
83 | N#CCCN(CCC#N)C(=O)c1ccc(Cl)cc1 | 1.8
84 | CC(/C=N/NC(=O)C(O)c1ccccc1)=C\c1ccccc1 (stereo not given) | -2

Pulled one by one from above:
item | SMILES | Cav32 inh
82 | O=c1[nH]nc(Cc2ccc(Cl)cc2Cl)c2ccccc12 | -0.125
78 | O=C(Nc1cccnc1)c1cnn2cccnc12 | -0.0347
73 | CC(=O)Nc1nn(C)c2nc3cc(C)ccc3cc12 | 0.0365
79 | CC(CCc1ccco1)NC(=O)Cn1ncc2c(=O)oc3ccccc3c21 (stereo not given) | 0.693

Other compounds:
item | SMILES | Cav32 inh
85 | Cc1ccc(S(=O)(=O)N2CCC(C(=O)NCCN3CCCCCC3)CC2)cc1 | -0.0336
86 | Cc1cn(CC2COC(C)(C)O2)c(=O)[nH]c1=O (stereo not given) | 0.188
87 | Cc1ccc(C2=N/C(=C/c3cccs3)C(=O)N2Nc2ccccc2)cc1 | -0.556
88 | O=C(COc1ccc(F)cc1)OCCN1CCOCC1 | -0.303
89 | COc1ccc(CCNC(=O)c2c[nH]c3ccccc3c2=O)cc1OC | 0.887
90 | CC(C)C(NS(=O)(=O)c1ccc2c(c1)oc(=O)n2C)C(=O)N1CCN(c2ccccc2F)CC1 (stereo not given) | 1.8
91 | Cc1ccc(-c2nc(-c3ccccn3)no2)cc1 | -0.711
92 | CCOC(=O)N1CCC(NC(=O)C2CCN(S(=O)(=O)N3CCC(C)CC3)CC2)CC1 | -3.3
93 | CCC(Sc1nc2n[nH]c(C)c2c(=N)n1-c1cc(Cl)ccc1C)C(=O)N1CCOCC1 (stereo not given) | 0.439
94 | CC(C)(C)c1ccc(C(=O)Nc2ccccc2NC(=O)c2ccco2)cc1 | -2.65
95 | O=C(Cn1nnc2ccccc21)NC1CCCCC1 | 0.358
96 | CCOC(=O)C(=CN(CCc1ccccc1)CC(=O)OC)C(=O)OCC | 0.864

The list goes on.
item | SMILES | Cav32 inh
97 | COC(=O)c1c(NC(=O)CN2CCN(C(=O)c3ccco3)CC2)c2c(C)cccc2n1C | 2.26
98 | COC(=O)[C@@H](NC(=O)NC1CCCc2ccccc21)C(C)C (stereo not given in full) | -0.276
99 | COCCCNc1ncnc2sc3c(c12)CCC(C)C3 (stereo not given) | -1.51
100 | COc1cccc(/C=N/NC(=O)c2csc(-n3nc(C)cc3C(F)(F)F)n2)c1 | -0.364
101 | CCn1cc(S(=O)(=O)CC(=O)N2CCc3ccccc32)c2ccccc21 | -0.0418
102 | CC(C)CCNC(=O)CN(CCCN1CCOCC1)C(=O)Cn1nnc(-c2ccc(F)cc2)n1 | -1
103 | CCN1C(=O)/C(=C2/C=CC=CN2C)SC1=S | 0.845
104 | CCOCCCNC(=O)C1CCN(S(=O)(=O)N2CC(C)CC(C)C2)CC1 (stereo not given) | -0.772
105 | Cc1ccc(S(=O)(=O)N2CCN(S(=O)(=O)N(C)C)CC2)c(C)c1 | 0.0863
106 | CC(C)CCNC(=O)c1ccc(CSCc2cccc(F)c2)o1 | -3.43
107 | O=C(CSc1n[nH]c(-c2cccs2)n1)N1CCN(S(=O)(=O)c2ccccc2)CC1 | 1.05
108 | C/C=C(\C)C(=O)NCCN1C2=NC[C@@H](Cc3ccccc3)N2C[C@@H]1Cc1ccc(OC)cc1 | 0.798

New compounds follow:
item | SMILES | Cav32 inh
109 | CCC(C)(C)n1nnnc1C(c1ccccn1)N1CCCCC1 (stereo not given) | 0.00871
110 | Cc1ccc(OCC(=O)NC2=NCCS2)cc1 | -0.964
111 | CCOC(=O)CC1C(=O)NCCN1S(=O)(=O)c1ccc(Cl)c(Cl)c1 (stereo not given) | 0.086
112 | CCOC(=O)CSc1nc2cc(S(=O)(=O)Nc3ccccc3OC)ccc2o1 | -3.09
113 | O=C(COc1cc(Cl)c(Cl)cc1Cl)NCCN1CCOCC1 | 0.488
114 | CCOC(=O)C1CCCCN1Cc1ccccc1C(F)(F)F (stereo not given) | -3.31
115 | COC(=O)c1[nH]c(=O)c2ccccc2c1OCc1ccccc1 | -0.0294
116 | CCCc1nc2ccccc2c(=O)n1NC(=O)c1c(O)c2ccccc2[nH]c1=O | -3.3*
117 | COc1ccc(-c2nnn(CC(=O)N(Cc3ccc(F)cc3)C(C(=O)NC3CCCC3)c3ccc(F)cc3)n2)cc1 (stereo not given) | -0.0794
118 | CCOC(=O)Cn1c(=N)n(CCOc2ccc3ccccc3c2)c2ccccc21 | -2.48
119 | Cn1sc(NC(=O)c2cccc(Cl)c2)nc1=O | -1.05
120 | Cc1cc(O)cc(O[C@H]2OC(CO)[C@H](O)[C@@H](O)[C@H]2O)c1 (stereo not given in full) | 0.144

The list continues.
item | SMILES | Cav32 inh
121 | CCCCNC(=O)c1onc(CSc2ccc(F)c(F)c2)c1C(=O)NCCCC | -1.44
122 | Cc1ccc(S(=O)(=O)N2CN(Cc3ccco3)c3nc4ccccc4nc32)cc1 | -1.39
123 | CCn1c(SCC(=O)c2ccc(Cl)cc2)nnc1-c1cccs1 | -0.352
124 | O=P(OC1CCS(=O)(=O)C1)(c1ccccc1)c1ccccc1 (stereo not given) | 0.663
125 | O=C(Nc1ncc(Br)s1)C(Cc1ccccc1)n1cccc1 (stereo not given) | -4.48*
126 | CCOC(=O)N1CCN(C(=O)c2ccc(C#CC3(O)CCCCC3)cc2)CC1 | 0.652
127 | CCCCSc1nc(O)c(Cc2ccccc2)c(=O)[nH]1 | -0.0392
128 | CCOC(=O)c1[nH]c(C(=O)O)c(CCC(=O)OC)c1C | 0.8
129 | CCCc1nnc(NC(=O)c2cccs2)s1 | -1.31

Source: PubChem

An excerpt (hit frequency here may not be typical).
